MKP-3 inhibition: MKP-3 phosphatase inhibitors, primary screen, biochemical, rat enzyme, in vitro (AID 425); 0.17% of 110,000 active; inhibition, % at 20 µM, or IC50 in µM where a hit was titrated; recombinant MKP-3 phosphatase activity, fluorescence; higher % means a stronger effect; in the data active = inhibition above about 50%;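 note: plate controls were vehicle for no effect and reference inhibitor for full effect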
Hsp70 inhibitors: Hsp70 inhibitors, probe displacement, primary screen, biochemical, fluorescence polarization (AID 583). Hsp70 fluorescence polarization probe displacement, mP; higher % means a stronger effect. 0.06% of 140,000 active. one-dose displacement, % at 20 µM; IC50 in µM for titrated hits; in the data active = displacement above about 50%;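 note: plate controls were vehicle for no effect and reference ligand for full effect; a part of the inactive calls stands beside numbers as strong as those of hits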
* = called active by the depositor; nt = not tested or not shown; & = joins results of further samples. Not all compounds are listed; rates above refer to the full screens.

Sequence of screens: MKP-3 inhibition | Hsp70 inhibitors
- COc1ccccc1N1CCN(C2CC(=O)N(c3cccc(Br)c3)C2=O)CC1 (centres undefined)
 : -2.8% | 1.5%
- Cn1c2ccccc2c2ncn(Cc3ccco3)c(=O)c21
 : -8.0% | 3.1%
- Cn1c(=O)c2c(ncn2CN2C(=O)c3ccccc3C2=O)n(C)c1=O
 : 1.2% | 0.3%
- CN(C)C(=O)CSc1nnc2sc3ccccc3n12
 : 0.6% | 0.2%
- Cc1nn(-c2cc(N3CCOCC3)ccc2N)c(=O)c2ccccc12
 : nt | -8.1%
- COC(=O)c1ccc(Cn2cnc3c(cnn3-c3ccc(Cl)cc3)c2=O)o1
 : nt | 1.1%
- NS(=O)(=O)c1ccc(CNC(=O)c2ccc(Cl)cc2)cc1
 : 3.6% | 1.0%
- CCCn1c(SCC(=O)Nc2c(C)cccc2C)nnc1C(C)C
 : -7.8% | 3.4%
- CCOC(=O)Cn1c(=O)oc2cc(S(=O)(=O)N3CCCc4ccccc43)ccc21
 : 0.7% | 0.7%
- Cc1ccc(N2C(=O)CC(N3CCSCC3)C2=O)cc1 (centres undefined)
 : -2.8% | 5.9%
- CN1CCN(c2ccc(C(=O)c3ccc(F)cc3)cc2)CC1
 : -17.7% | 0.3%
- O=S(=O)(NCCOC12CC3CC(CC(C3)C1)C2)c1cccc2nsnc12
 : -0.1% | 2.6%
- COCCN1C(=O)c2ccc(C(=O)Nc3nccs3)cc2C1=O
 : -1.7% | 7.6%
- OC(c1ccccn1)c1c[nH]c2ccccc12 (centres undefined)
 : 6.8% | 1.1%
- O=C(NCCSCc1ccccc1)c1cc(S(=O)(=O)N2CCOCC2)ccc1F
 : 4.5% | 0.8%
- COc1ccc(NC(=O)c2ccccc2NC(=O)c2ccc(C)cc2)cc1
 : 5.8% | 0.8%
- O=S(=O)(Nc1ccc(N2CCCCC2)cc1)c1cccs1
 : -4.4%&3.4% | 3.4%&-3.1%
- COc1ccc(C(C)(C)C)cc1NC(=O)C1CC=CCC1C(=O)O (centres undefined)
 : -7.2% | 0.0%
- CCOC(=O)N1CCN(C(=O)Cc2ccc(C)cc2)CC1
 : -5.0% | -3.6%
- CCOC(=O)CSc1nnc(NC(=O)c2cccc(S(=O)(=O)N3CCCCC3)c2)s1
 : 13.5% | -2.9%
- O=C(OCCN1C(=O)c2ccccc2C1=O)c1cc2ccccc2o1
 : -5.4% | 1.8%
- O=C(O)CN1C(=O)/C(=C\c2cccc(Cl)c2Cl)SC1=S
 : -0.1% | 5.4%
- COC(=O)C1=C(C)NC(=O)C1(Nc1ccc(Cl)cn1)C(F)(F)F (centres undefined)
 : 0.0% | 3.4%
- CCCC(c1nnnn1CC1CCCO1)N1CCN(c2nc3ccccc3s2)CC1 (centres undefined)
 : nt | -1.9%
- CCOc1ccc(Nc2nc(N3CCCCC3)nc(N3CCCCC3)n2)cc1
 : nt | 4.3%
- CC1CC(=O)N(CC(=O)N2CCCC2)c2ccccc2S1 (centres undefined)
 : 2.1% | -0.7%
- CC(=O)Nc1ccc(C(=O)Nc2ccc(Cl)cc2Cl)cc1
 : -3.0% | 0.8%
- O=C(c1cnn2c(C(F)F)cc(C3CC3)nc12)N1CCOCC1
 : -3.4% | -0.6%
- Cc1cccc(C)c1OCCCN1CCCC1
 : nt | -0.9%
- COC(=O)C1Sc2[nH]c(=O)sc2C(c2ccc(Cl)cc2)C1C(=O)OC (centres undefined)
 : -9.7% | 1.7%
- CCOC(=O)N1CCN(C(=O)CN(c2ccccc2OC)S(=O)(=O)c2ccc(C)cc2)CC1
 : -2.4% | 0.1%
- O=c1c2c(nc3n1CCCCC3)sc1c(O)c(Br)ccc12
 : nt | 0.4%
- O=C(/C=C/c1ccccc1)C1=C(O)C(=O)N(c2cccc(C(F)(F)F)c2)C1c1ccccc1[N+](=O)[O-] (centres undefined)
 : -1.7% | -2.9%
- C=CCSc1[nH]c(=O)cc(C)c1C(N)=O
 : 2.2% | nt
- CCCCNC(=O)CSc1nnc(NC(C)=O)s1
 : -4.6% | -0.8%
- CCC1CCCCN1C(=O)CCCOc1ccccc1 (centres undefined)
 : nt | -2.6%
- Cc1csc2ncc(C(=O)Nc3cccc(C(F)(F)F)c3)c(=O)n12
 : 0.2% | -4.9%
- CCOC(=O)c1ccc(NC(=O)CSc2nnnn2C2CCCCC2)cc1
 : nt | 8.2%
- CCN(CC)Cc1c(O)ccc2c([N+](=O)[O-])c(C)n(-c3ccc(OC)cc3)c12
 : nt | 5.4%
- Cc1ccc(S(=O)(=O)N(C)CC(=O)N2CCCc3ccccc32)cc1
 : -13.5% | 0.4%
- CCC(Oc1ccccc1)C(=O)Nc1ncccn1 (centres undefined)
 : 4.4% | -3.3%
- Cc1c(C)c2ccc(OC(C)C(=O)c3ccccc3)cc2oc1=O (centres undefined)
 : 3.7% | 0.4%
- O=[N+]([O-])c1cccc(S(=O)(=O)NCc2ccco2)c1
 : 2.5% | -1.7%
- COc1cccc(C(=O)Nc2ccccc2)c1
 : nt | -5.4%
- Cc1ccc(OCCCN2CCCC2)c(C)c1
 : nt | -4.9%
- COC(=O)N1CCN(S(=O)(=O)c2ccc(F)cc2)CC1
 : -10.8% | nt
- CN(CC(=O)NCCc1ccccc1)S(=O)(=O)c1cccc2nsnc12
 : nt | 3.8%
- OC(COc1ccccc1Cl)Cn1c2ccccc2c2ccccc21 (centres undefined)
 : -6.1% | 1.5%
- COC(=O)CNc1c(-c2ccccc2)nc2ccc(Br)cn12
 : nt | 6.0%
- O=C1C(Cc2ccccc2)S/C(=N/N=C/c2ccco2)N1c1ccccc1 (centres undefined)
 : 0.1% | 1.5%
- CCc1ccc(NC(=O)C(=O)NCCCO)cc1
 : -1.2% | 3.0%
- COC(=O)C1=C(C)NC(=O)NC1c1cccc(Cl)c1 (centres undefined)
 : 0.9% | 1.1%
- Cc1ccccc1-n1nc(C)c2cc(C(=O)NCc3cccnc3)sc21
 : -5.3% | -1.5%
- O=C(c1cccc(Cl)c1)N1CCN(Cc2ccccn2)CC1
 : 4.4% | -2.3%
- Cc1c(C(=O)NCc2cccnc2)sc2nc(-c3ccc(F)cc3)cn12
 : -5.3% | -2.9%
- COCCNC(=O)CSc1nc2ccccc2c2nc(C)nn12
 : 1.2% | 0.6%
- O=C(NCc1cccnc1)c1ccc(COc2cccc3ccccc23)o1
 : nt | 0.7%
- N#Cc1nc(-c2cccs2)oc1NCc1ccc(Cl)cc1
 : -6.5% | -0.3%
- CC(C)CNC(=O)/C(=C/c1ccc(F)cc1)NC(=O)c1ccccc1
 : 3.2% | -1.2%
- C=C(C)CNC(=S)Nc1sc(CC)cc1C(=O)OCC
 : 0.5% | 8.2%

Filtered by structure: the entries above with a COOH group
Sequence of screens: MKP-3 inhibition | Hsp70 inhibitors
- COc1ccc(C(C)(C)C)cc1NC(=O)C1CC=CCC1C(=O)O (centres undefined)
 : -7.2% | 0.0%
- O=C(O)CN1C(=O)/C(=C\c2cccc(Cl)c2Cl)SC1=S
 : -0.1% | 5.4%

(continued)
Molecule	MKP-3 inhibition	Hsp70 inhibitors
Clc1ccc(CN2CCN(Cc3ccncc3)CC2)cc1	2.2%	-1.6%
Cc1oc2ccc(OCc3ccccc3F)cc2c1C(=O)O	3.2%	0.3%&1.2%
Cc1cccc(NC(=S)NC2CC3CCCC(C2)N3CC(C)C)c1C (centres undefined)	nt	11.0%
CCOc1ccc(N2C(=O)CC(NCc3ccc(F)cc3)C2=O)cc1 (centres undefined)	-1.7%	-2.8%
CCOC(=O)C1=C(C)NC(=S)N(C(C)=O)C1c1ccc(Cl)cc1 (centres undefined)	nt	1.9%
CCOC(=O)Cn1nnc2ccccc21	0.8%	-0.3%
NS(=O)(=O)c1ccc(-c2ccc(C=NC3CCS(=O)(=O)C3)o2)cc1 (centres undefined)	-6.1%	-2.5%
O=C(O)c1ccc(N2CCC(c3ccccc3)=N2)cc1	3.5%	1.9%
CC1CCN(C(=O)N2c3ccccc3Sc3ccccc32)CC1	nt	-2.3%
NC(=O)c1ccc(NC(=O)C2CCCO2)cc1 (centres undefined)	nt	6.0%
COc1ccc(C(=O)NC(=O)CSc2nnc(-c3ccco3)n2-c2ccccc2)cc1	-4.8%	1.4%
O=C1NC(=O)N(c2ccc(Cl)cc2)C(=O)/C1=C\c1ccc(-c2ccc([N+](=O)[O-])cc2)o1	6.1%	2.3%
O=C(NC1(C(=O)NC2CCCCC2)CCCCC1)c1ccccn1	nt	-4.9%
COC(=O)c1cc(NC(=O)C2COc3ccccc3O2)ccc1Cl (centres undefined)	-9.5%	0.2%
COc1cccc(/C=C/C(=O)c2ccc(C)cc2)c1OC	5.2%	-2.0%
COc1cc2c3c(c1)/C(=C1/SC(NC(C)=O)=NC1=O)C(=O)N3C(C)(C)C=C2C	5.5%	1.4%
c1ccc2c(N3CCCCC3)c3ccccc3nc2c1	3.9%	0.2%
COc1ccc(N(C(=O)C2CCCCC2)C2C=CS(=O)(=O)C2)c(OC)c1 (centres undefined)	8.0%	-12.0%
COc1ccc(/C(N)=N/OC(=O)c2cccc([N+](=O)[O-])c2)cc1	nt	4.1%
Cc1ccc(-n2ncc3c(=O)n(CC(=O)NCc4ccco4)cnc32)cc1C	-2.2%	8.0%
COc1cc2c(cc1NC(=O)CSc1nnnn1-c1ccccc1)oc1ccccc12	-7.6%	-0.6%
CC(C)c1ccc(/C=C(\NC(=O)c2ccccc2)C(=O)NCCN2CCOCC2)cc1	-3.2%	1.5%
COc1ccccc1NC(=O)N(Cc1cc2cc(OC)c(OC)cc2[nH]c1=O)CC1CCCO1 (centres undefined)	-5.4%	-1.2%
COc1ccc(N(Cc2ccc(C(=O)NCc3ccccc3OC)cc2)S(=O)(=O)c2ccccc2)cc1	3.6%	-0.6%
Cc1cc(NC(=O)C2C3C=CC(C3)C2C(=O)O)no1 (centres undefined)	nt	-2.1%
Cc1ccc(N2C(=O)N(CC(=O)NCc3ccc(Cl)cc3)C(=O)C2C)cc1 (centres undefined)	nt	-1.5%
CCN(CCCNC(=O)Cn1ncc2c(=O)oc3ccccc3c21)c1cccc(C)c1	-6.6%	-2.9%
CCN1C(=O)/C(=C2/Sc3ccc(OC)cc3N2C)SC1=Nc1ccc(C)cc1	nt	-5.0%
CCN(CC)c1ccc(N=Cc2ccc3ccccc3c2)cc1	7.8%	-1.6%
COc1ccc(C(=O)N2CCN(C(=O)c3cccc(Cl)c3)CC2)cc1	2.6%	4.6%
Cn1c2c(c(=O)n(C)c1=O)CN(CC1CCCO1)CN2 (centres undefined)	-6.2%	-1.3%
COCCNC(=O)CN(c1cc(C(F)(F)F)ccc1Cl)S(C)(=O)=O	0.8%	-0.4%
O=C(c1ccccc1)N1CCN(C(=O)C23CC4CC(CC(C4)C2)C3)CC1	0.1%	5.5%
Cc1cc(=O)oc2cc(OCc3ccc(F)cc3)c(Cl)cc12	1.4%	-1.4%
COc1cc(NC(=O)c2ccc(F)cc2)cc([N+](=O)[O-])c1	0.6%	2.3%
CCc1c(C)sc(NC(=O)c2ccccc2F)c1C#N	-0.1%	3.9%
Cc1ccc(S(=O)(=O)N(C)C2(C)CCS(=O)(=O)C2)cc1 (centres undefined)	nt	-0.6%
COc1ccc(N2Cc3cccc(C(=O)N4CCOCC4)c3C2=O)cc1	-6.4%	-0.4%
Cc1c(Br)c(C(F)(F)F)nn1CC(=O)NCCN1CCOCC1	-7.7%	0.1%
c1ccc(Cn2nnnc2CN2CCOCC2)cc1	nt	2.4%
CC(=O)c1c(C)[nH]c(C(=O)NCc2cccs2)c1C	-5.7%	-1.2%
Cc1cc(Cl)c(S(N)(=O)=O)cc1OCC(N)=O	-14.8%	4.0%
Cc1ccc(-n2nc3c(c2NC(=O)CCC2CCCCC2)CS(=O)C3)cc1 (centres undefined)	1.6%	-0.3%
CCc1nnc(NC(=O)Cn2nc(-c3ccc(OC)c(OC)c3)ccc2=O)s1	nt	3.2%
CCOc1cc(OCC)cc(C(=O)Nc2cccc(OC)c2)c1	-0.6%	8.2%
COc1cccc(NC(=O)CC(C)=O)c1	3.9%	0.3%
Cc1cc(=O)oc2cc(OCC(=O)Nc3nnc(C(C)C)s3)ccc12	nt	2.5%
CCOC(=O)c1[nH]c2cc(OC)c(OC)cc2c1NC(=O)c1nonc1C	4.9%	-2.2%
Cc1ccc(OCC(=O)Nc2ccc(Cl)c(Cl)c2)c(Br)c1	-0.5%	2.8%
COCCn1nnnc1C(c1ccc(OC)cc1OC)N1CCN(c2ccccc2F)CC1 (centres undefined)	-6.1%	6.6%
Cn1c(=O)c2c(nc(SC3C(=O)CC(C)(C)CC3=O)n2C)n(C)c1=O	34.7%	5.1%

Part of the list above in order of length of the SMILES, rising.
Molecule	MKP-3 inhibition	Hsp70 inhibitors
COc1cccc(NC(=O)CC(C)=O)c1	3.9%	0.3%
c1ccc(Cn2nnnc2CN2CCOCC2)cc1	nt	2.4%
CCc1c(C)sc(NC(=O)c2ccccc2F)c1C#N	-0.1%	3.9%
Cc1cc(Cl)c(S(N)(=O)=O)cc1OCC(N)=O	-14.8%	4.0%
CC(=O)c1c(C)[nH]c(C(=O)NCc2cccs2)c1C	-5.7%	-1.2%
Cc1cc(=O)oc2cc(OCc3ccc(F)cc3)c(Cl)cc12	1.4%	-1.4%
Cc1ccc(OCC(=O)Nc2ccc(Cl)c(Cl)c2)c(Br)c1	-0.5%	2.8%
COc1ccc(N2Cc3cccc(C(=O)N4CCOCC4)c3C2=O)cc1	-6.4%	-0.4%
Cc1cc(=O)oc2cc(OCC(=O)Nc3nnc(C(C)C)s3)ccc12	nt	2.5%
Cc1ccc(-n2nc3c(c2NC(=O)CCC2CCCCC2)CS(=O)C3)cc1 (centres undefined)	1.6%	-0.3%
CCc1nnc(NC(=O)Cn2nc(-c3ccc(OC)c(OC)c3)ccc2=O)s1	nt	3.2%
Cn1c(=O)c2c(nc(SC3C(=O)CC(C)(C)CC3=O)n2C)n(C)c1=O	34.7%	5.1%
